# Screening data (PubChem)
# TRPV1 ag – human TRPV1 agonism | activation, % at 8.33 µM | 320,000 compounds, 0.19% hits | Q8NER1 | TRPV1-expressing cells, Fluo-8 calcium influx, agonist mode; in the data active means activation above about 80%; inconclusive means between about 30% and that limit; further: 0% is about no effect
#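 Fluo-8 calcium influx in TRPV1-expressing cells, kinetic read (ex 480/em 520 nm). Compound added and read 3 min for agonist activity, followed by capsaicin at EC20 final and 2 min further read for enhancement.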
# a7 integrin act – integrin-mediated muscular dystrophy alleviation activation; alpha7betagal myoblasts, beta-gal FDG fluorescence, 48 h; Potency, µM (top dose mostly 38.3 µM), inactives show at the top dose activation, usual class: activators; 350,000 compounds, 0.064% hits; AID 624291;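 further: potency means the concentration at half of the fitted maximal effect; 100% = response of the positive control SU9516; nearly all actives have a fitted effect of over 60% in size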
#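 alpha7betagal+/- myoblasts (passage 13, 250/well) treated 48 h at 37C with compounds at 1:260 dilution of DMSO stock. Lysed, then beta-galactosidase activity read as FDG fluorescence (ex 480/em 540) after 30 min, with pre-read for autofluorescence.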
# A-T KAP1 phos – potential ataxia-telangiectasia treatments restoring KAP-1 phosphorylation; […] A-T fibroblasts, KAP-1 phosphorylation AlphaLISA; neocarzinostatin DNA damage 30 min before lysis; Potency, µM (series often up to 57.5 µM), for inactives: at the highest dose activation, hits mostly activators; 320,000 compounds, 0.19% hits; AID 485349; further: potency means the concentration at half of the fitted maximal effect; % of control where 0% means no effect; nearly all actives have a fitted effect of over 45% in size
#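 ATM-like activity read as KAP-1 phosphorylation via AlphaLISA donor/acceptor antibody pairs after lysis and 6 hr at 25C. Cells were ATM-null patient fibroblasts ([…], hTERT), dosed 60 min, then exposed to the DSB inducer NCS for 30 min.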
# FBPA coupling cs – inhibits coupling enzyme system, counter-screen for aldolase hits. coupling enzyme system counterscreen, AmpLite Red fluorescence. activity change, negative = inhibition, % at 58.2 µM, hits read low. 290,000 compounds, 0.67% hits; in the data active means activity change below about -30%; further: on the % scale 0 is the no-effect control and ±100 the full control effect
#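 Compounds tested against the coupling enzymes alone at 57.5 uM final; readout was AmpLite Red fluorescence (525/598 nm) after 20 min at RT.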
# KCNH2 WT inh – blocks the wildtype human KCNH2 potassium channel; Q12809; U2OS, BacMam KCNH2, thallium flux FluxOr; stronger effect = lower value; activity change, % at 1.84 µM; 340,000 compounds, 0.37% hits; AID 720551;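 active means maximum activity change below -70%; inconclusive means maximum activity change between -70% and -50%; inactive means maximum activity change above -50%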; further: on the % scale 0 is the no-effect control and ±100 the full control effect
#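 U2OS cells were transduced with wild-type KCNH2 virus (2.03 x 10^8 / mL) for 4 h at room temperature, then cultured overnight at 37 C. Thallium flux was read with FluxOr dye. Rate constants were normalized to DMSO controls.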
# ASM inhibitor – human S-ASM enzyme inhibition; P17405; placental ASM, HMU-PC fluorogenic substrate, 60 min; Potency, µM (top dose mostly 57.5 µM), without a hit: at the top dose activity change, negative = inhibition, actives largely listed as inhibitors; 340,000 compounds, 0.006% hits; AID 504937; further: potency means the concentration at half of the fitted maximal effect
# Target sequence (P17405 47-631 limits assumed): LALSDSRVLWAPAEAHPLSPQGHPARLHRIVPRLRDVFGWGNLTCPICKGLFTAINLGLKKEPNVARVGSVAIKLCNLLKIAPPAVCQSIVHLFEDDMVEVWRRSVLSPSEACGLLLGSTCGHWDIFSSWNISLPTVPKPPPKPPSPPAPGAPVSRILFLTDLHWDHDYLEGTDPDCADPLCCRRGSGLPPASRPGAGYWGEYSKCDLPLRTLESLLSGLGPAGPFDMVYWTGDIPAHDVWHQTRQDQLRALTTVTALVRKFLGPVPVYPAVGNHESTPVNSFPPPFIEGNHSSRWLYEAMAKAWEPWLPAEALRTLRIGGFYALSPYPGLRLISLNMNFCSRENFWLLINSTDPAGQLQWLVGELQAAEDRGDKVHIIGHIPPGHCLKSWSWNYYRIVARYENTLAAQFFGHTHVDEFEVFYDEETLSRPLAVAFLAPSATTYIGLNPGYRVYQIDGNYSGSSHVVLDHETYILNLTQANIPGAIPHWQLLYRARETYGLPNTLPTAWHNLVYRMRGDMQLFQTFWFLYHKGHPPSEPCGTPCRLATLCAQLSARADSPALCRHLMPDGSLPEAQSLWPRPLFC
#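 Human placenta-derived ASM preincubated with compound 10 min at room temperature, then reacted with 9 uM (final) fluorogenic HMU-PC substrate for 60 min at 37 C. Stop solution raises pH to 10; fluorescence read at Ex 386/Em 447 nm.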
# GALK inhibitor – blocks human galactokinase activity. Purified GALK, Kinase-Glo residual ATP luminescence. Potency, µM (top dose mostly 57.5 µM), without a hit: at the highest dose activity change, negative = inhibition, actives largely listed as inhibitors. 270,000 compounds, 0.007% hits. AID 1868; further: potency means the concentration at half of the fitted maximal effect; on the % scale 0 is the no-effect control and ±100 the full control effect
#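 Quantitative HTS: GALK 5 nM, ATP 35 uM, galactose 100 uM, 1 h room temperature, then luciferase-based ATP detection.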
# MLL CXXC-DNA inh – MLL CXXC-DNA interaction inhibition. MLL-CXXC / FITC-HOXA9 DNA fluorescence polarization. Q03164. 290,000 compounds, 0.037% hits. Potency, µM (titrated, usually from 115 µM), inactives show at the top dose activity change, negative = inhibition, most hits filed as inhibitors; active means well fitted inhibition curve with a large enough effect in the polarisation, with a control signal flat, not every such curve was filed as active; inconclusive means small, poorly fitted or top-dose-only effect, or effect the other way, or a change in a side signal; inactive means no such curve, though single readings can be large or run the other way; the % refers to the polarisation; further: potency means the concentration at half of the fitted maximal effect
#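 Purified MLL-CXXC (added from a 7 uM solution) was preincubated 5 min at ambient with pinned compounds in 50 mM Tris-HCl pH 7.5, 50 mM NaCl, 1 mM DTT, 0.05% BSA. Fluorescein-labeled HOX-A9 DNA (50 nM solution) followed, 30 min, then polarization read.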
# KCNH2 3.1 block – inhibitors of human KCNH2 3.1 potassium channel isoform; U2OS KCNH2 3.1, thallium flux FluxOr; stronger effect = lower value; activity change, % (tested at about 1.8 µM); 340,000 compounds, 0.95% hits; AID 720553;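 active means maximum activity change below -70%; inconclusive means maximum activity change from -70% to -50%; inactive means maximum activity change above -50%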;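 further: thallium influx rate constant from kinetic fluorescence after stimulation buffer; on the % scale 0 is the no-effect control and ±100 the full control effect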
#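 Thallium flux read-out: FluxOr dye with Red40 quencher in HBSS/HEPES, 45 min at RT. Rate constants from kinetic reads were normalized to positive and negative DMSO controls. Cells: U2OS virally expressing the 3.1 isoform.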
# MBNL1-CUG inh – inhibitors of human MBNL1 binding to CUG repeat RNA | TR-FRET MBNL1-His/biotin-(CUG)12 binding, 665/545 ratio | Potency, µM (highest dose often 57.5 µM), for inactives: at the top dose activity change, negative = inhibition, hits mostly inhibitors | 280,000 compounds, 0.036% hits; active means well fitted inhibition curve with a large enough effect in the signal ratio, with a control signal flat, not every such curve was filed as active; inconclusive means small, poorly fitted or top-dose-only effect, or effect the other way, or a change in a side signal; inactive means no such curve, though single readings can be large or run the other way; the % refers to the signal ratio; further: potency means the concentration at half of the fitted maximal effect; on the % scale 0 is the no-effect control and ±100 the full control effect
# Target sequence (Q9NR56 whole entry, looked up): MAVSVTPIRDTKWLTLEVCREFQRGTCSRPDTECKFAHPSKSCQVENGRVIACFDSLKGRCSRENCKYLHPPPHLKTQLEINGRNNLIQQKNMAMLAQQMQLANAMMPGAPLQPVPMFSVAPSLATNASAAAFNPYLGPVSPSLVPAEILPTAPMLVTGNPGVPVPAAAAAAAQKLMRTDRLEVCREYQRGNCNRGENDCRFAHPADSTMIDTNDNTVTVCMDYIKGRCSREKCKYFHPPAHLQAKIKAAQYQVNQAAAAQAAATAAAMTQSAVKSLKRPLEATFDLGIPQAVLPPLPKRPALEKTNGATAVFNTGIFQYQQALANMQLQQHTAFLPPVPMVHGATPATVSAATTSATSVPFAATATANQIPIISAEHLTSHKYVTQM
#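 MBNL1-His + Biotin-(CUG)12, cpd titration 92 nM–58 uM; Tb anti-His Ab 0.055 ng/ul, SA-XL665 5 nM (final); 60 min RT; ratiometric 665/545 nm, Ex 340 nm; normalized to buffer and full-complex controls.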
# Starred values were filed as active, the others as inactive; ? = inconclusive; nt = not tested or not shown; & = joins results of further samples; [ ] = another dose, or the depositor's remark. Unless noted, the call rests on the fitted dose curve; in most records, active means well fitted curve in the direction sought with a large enough effect; inconclusive means small, poorly fitted or top-dose-only effect, or another doubt; inactive means no such curve, though single readings can be large; an effect the other way counts as inactive or inconclusive.
# Each structure is followed by: TRPV1 ag	a7 integrin act	A-T KAP1 phos	FBPA coupling cs	KCNH2 WT inh	ASM inhibitor	GALK inhibitor	MLL CXXC-DNA inh	KCNH2 3.1 block	MBNL1-CUG inh
COc1ccccc1-c1ccc(/C=C2/C=C(CC(C)C)OC2=O)o1
 : -16	16%	0%	-8	-7	246%[activator]	-2%	10%	-10	5%[11.5 µM]
CCC(C)NC(=O)Cc1ccc(-c2ccccc2)cc1 (stereo not drawn)
 : 16	-8%	-4%	-1	-19	2%	1%	1%	9	-1%
Cc1nnc(N(C)C(=O)Cc2ccc3c(c2)OCO3)s1
 : 2	5%	2%	1	-3	-2%	-1%	-2%	-3	-5%
Cc1cccc(NC(=O)CCCN2C(=O)c3ccccc3C2=O)n1
 : -1	14%	-6%	4	17	4%	0%	-7%	-5	-17%
O=C(CSc1n[nH]c(=O)[nH]c1=O)N1CCCCCC1
 : 0	3%	0%	7	10	1%	5%	-9%	36	5%
CCOC(=O)N1CCN(c2ccc(Cl)cc2)CC1
 : ?	5%	-3%	0	-1	4%	-1%	5%	-4	-11%
CCOc1ccc(C2C(C#N)=C(N)Oc3cc(O)ccc32)cc1OCC (stereo not drawn)
 : 1	17%	9%	-4	14	3%	-3%	5%	6	2%
COc1ccc(Br)cc1CN(C)C(=O)Cc1ccc(S(=O)(=O)N2CCOCC2)s1
 : 8	-39%	5%	nt	0	0%	nt	nt	-23	nt
CC(C)CC(=O)NC(=S)Nc1nc(-c2ccccc2)cs1
 : 0	-21%	-1%	5	-7	-5%	0%	8%	8	25%
CCN(CC)c1ncnnc1-c1ccccc1
 : 0	-10%	12%	-2	3	2%	2%	13%	-15	-11%
O=C(C1CCCN(S(=O)(=O)c2ccc(F)cc2)C1)N1CCCC1 (stereo not drawn)
 : 2	-7%	3%	0	-2	3%	-1%	1%	10	2%
Nc1ccc(Oc2ccc3nc(-c4ccccc4)c(-c4ccccc4)nc3c2)cc1
 : 9	0%	-1%	1	0	-4%	-1%	-20%	-2	2%
CCOc1cc(CN2CCc3c([nH]c4ccccc34)C2)ccc1OC
 : 3	-1%	-6%	-2	41	0%	-5%	-3%	-22	2%
COc1cc(C2(c3ccc(O)c(OC)c3)C(=O)Nc3c(Br)cc(Br)cc32)ccc1O
 : nt	-9%	nt	nt	-6	-8%	nt	nt	-5	nt
Cc1ccc(C2(C)NC(=O)N(CC(=O)N(c3ccccc3)C3CCS(=O)(=O)C3)C2=O)cc1 (stereo not drawn)
 : nt	-2%	1%	nt	-5	3%	nt	nt	-11	nt
N/C(=N\OC(=O)c1ccc(Cl)cc1Cl)c1ccc(Cl)cc1
 : 4	12%	1%	-1	-3	-2%	-1%	17%	-17	6%
Cc1ccc(NC(=O)COC(=O)c2ccccc2-c2nc3ccccc3s2)c(C)c1
 : -2	-23%	4%	-1	6	-10%	0%	-18%	24	nt
CC1CC(C)CN(S(=O)(=O)c2ccc(NC(=O)CN3CCCCCC3)cc2)C1 (stereo not drawn)
 : 0	-33%	-17%	nt	4	0%	nt	nt	-24	nt
CSc1nc2nc(-c3ccccc3)cc(C(F)(F)F)n2n1
 : 2	10%	nt	1	0	137%[activator]	-2%	-1%	-4	?
Cc1ccc(O)c(C(=O)c2cnn(C(=O)Cc3csc(C)n3)c2)c1
 : nt	?	5%	3	1	-2%	0%	3%	13	1%
COc1ccc(/C=C/C(=O)OCC(=O)Nc2cc3oc4ccccc4c3cc2OC)cc1
 : 0	nt	3%	-1	nt	nt	0%	?	nt	0%
COC(=O)c1cccc(NC(=O)Cn2cnc3c2c(=O)n(C)c(=O)n3C)c1
 : 0	36%	0%	0	1	0%	-1%	-3%	-6	-13%
c1ccc2nc3c(nc2c1)[nH]c1ccccc13
 : 6	-17%	-2%	-6	-5	9%	1%	7%	2	?
CCOC(=O)[C@H]1[C@H]2COc3ccc(Br)cc3[C@@H]2N2C(=O)N(c3ccccc3)C(=O)[C@@]12C
 : nt	0%	-6%	nt	-2	-5%	nt	nt	-2	nt
O=C(CN1c2cccc3cccc(c23)S1(=O)=O)N1CCCCC1
 : nt	15%	0%	nt	10	51%[activator]	nt	nt	2	nt
CCCCNC(=O)COC(=O)CCC(=O)c1cccs1
 : 3	7%	1%	6	-4	-4%	-1%	1%	3	-15%
COc1ccccc1NS(=O)(=O)c1ccc(C(=O)N2CCN(c3ccccn3)CC2)cc1
 : nt	-10%	3%	nt	2	1%	nt	nt	-4	nt
CCOC(=O)C1=C(C)NC(=O)CC1c1cc2c(cc1Br)OCO2 (stereo not drawn)
 : -3	-15%	11%	0	-4	-2%	1%	10%	-8	4%
CCCC(C)C(=O)Nc1ccc(S(N)(=O)=O)cc1 (stereo not drawn)
 : 14	-18%	-4%	-1	15	1%	9%	-6%	-2	-5%
COc1ccc(CNC(=O)COC(=O)c2cc(C)nc3ccccc23)cc1
 : nt	2%	19%	nt	1	-1%	nt	nt	2	nt
CCN(C(=O)CSc1nc2ccc(Cl)cc2[nH]1)C1CCS(=O)(=O)C1 (stereo not drawn)
 : nt	-7%	-5%	nt	4	-2%	nt	nt	-19	nt
O=C(CCC(=O)c1cccs1)NCC(c1ccc(F)cc1)N1CCOCC1 (stereo not drawn)
 : 0	-10%	-12%	nt	1	6%	nt	nt	-3	nt
COc1cccc(/C=c2\s/c(=C/C(=O)c3ccc(C)cc3)[nH]c2=O)c1OC
 : -1	-12%	-2%	0	-2	-7%	-1%	23%	-4	-11%
COC(=O)Cn1c(CN2CCOCC2)nc2c1c(=O)[nH]c(=O)n2C
 : 7	-18%	0%	0	7	4%	4%	-9%	35	-5%
CCC(C)c1ccc(NC(=O)C2CCN(c3ncccn3)CC2)cc1 (stereo not drawn)
 : -1	16%	nt	0	12	9%	-4%	4%	-3	2%
CCc1nc(-c2ccccc2)c2ccccn12
 : -3	19%	-3%	-43*	5	9%	-2%	0%	-20	?
COc1ccccc1C(=O)COC(=O)c1ccc(Cl)nc1
 : 3	-11%	8%	nt	-4	-3%	nt	nt	4	nt
Nc1cc(Cl)ccc1N1CCOCC1
 : 1	-12%	-2%	-1	17	-3%	0%	-2%	9	1%
CS(=O)(=O)N1CCN(c2c(Cl)cccc2[N+](=O)[O-])CC1
 : -4	2%	3%	2	-7	-5%	-4%	2%	8	?
O=C(CN1C(=O)NC2(CCCC2)C1=O)Nc1cc(Cl)ccc1N1CCOCC1
 : 0	30%	-10%	nt	-6	0%	nt	nt	-4	nt
Cc1c(Cl)cccc1NC(=O)CCNC(=O)N1CC(=O)Nc2ccccc21
 : 1	5%	18%	2	4	1%	7%	0%	11	-9%
O=C(CC1S/C(=N/N=C2CCCCCC2)NC1=O)Nc1ccc(Br)cc1F (stereo not drawn)
 : -5	5%	-2%	nt	4	nt	-1%	15%	12	-5%
COc1ccc(N(CCN2C(=O)c3ccccc3C2=O)C(=O)c2cccc([N+](=O)[O-])c2)cc1
 : 17	34%	13%	4	-3	-4%	-6%	25%	10	36%[activator]
Cc1ccc(NC(=O)COC(=O)c2ccc3c(c2)OCCO3)cc1S(=O)(=O)N1CCOCC1
 : -1	-1%	3%	2	-8	-6%	-2%	-1%	11	-3%
O=C(CC1CCCC1)N1CCCC(Nc2ccc(F)cc2)C1 (stereo not drawn)
 : 3	-5%	10%	nt	-10	-3%	3%	-3%	-96*	-1%
Cc1cc(C)cc(NC(=O)C(OC(=O)C2=COCCO2)c2ccccc2)c1 (stereo not drawn)
 : 2	20%	0%	0	0	0%	0%	6%	-10	-16%
O=C(CN(C(=O)c1csnn1)c1ccc(F)cc1)NCc1ccc(F)cc1
 : -2	7%	8%	2	-9	1%	1%	2%	6	-5%
O=C(NCCc1csc(-c2ccccc2)n1)c1ccccc1F
 : -3	?	22µM*	6	-8	-2%	0%	17%	1	-1%
Cc1cc(C(F)(F)F)nn1Cc1n[nH]c(=S)n1Cc1ccccc1
 : 4	6%	-4%	1	7	-2%	0%	2%	6	5%
O=C(O)c1ccc(CSc2ncn[nH]2)cc1
 : 2	-16%	-5%	0	8	4%	0%	-3%	2	1%
O=C1NCC(COCC2CC=CCC2)O1 (stereo not drawn)
 : -2	34%	-4%	0	-1	1%	0%	-3%	-1	-1%
COc1ccc(C(CC(=O)N2CCN(c3ccccc3)CC2)c2c(OC)cc(OC)c3ccc(=O)oc23)cc1 (stereo not drawn)
 : 12	-1%	-13%	0&-1	-3	8%	-1%	7%	-2	-1%
CC1=C(C(=O)Nc2ccccc2F)C(c2ccsc2)C2=C(CC(c3ccccc3)CC2=O)N1 (stereo not drawn)
 : 0	-23%	24%	nt	16	nt	-4%	16%	34	-2%
C=C(C)CSc1nc2ccccc2[nH]1
 : 18	12%	0%	-3	-1	1%	nt	0%	-5	?
c1ccc2c(c1)nc1n2CN(Cc2ccc3c(c2)OCO3)CN1
 : 1	2%	0%	2	-2	0%	0%	-11%	-13	-5%
